M5 PAM – human M5 muscarinic receptor positive allosteric modulators, primary screen, CHO-K1 cells, Fluo-8 calcium fluorescence. Muscarinic acetylcholine receptor M5 (Homo sapiens), P08912. CHO-K1 hM5, ACh EC20 PAM; 0% = ACh EC20, 100% = ACh EC100. activation, % at 3 µM. 0.3% of 360,000 active. AID 624038, 2012;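 active = activation above the run cutoff, the mean activation of all test compounds plus 3 SD, cut at about 18% in these data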
Target sequence (P08912 whole entry, looked up): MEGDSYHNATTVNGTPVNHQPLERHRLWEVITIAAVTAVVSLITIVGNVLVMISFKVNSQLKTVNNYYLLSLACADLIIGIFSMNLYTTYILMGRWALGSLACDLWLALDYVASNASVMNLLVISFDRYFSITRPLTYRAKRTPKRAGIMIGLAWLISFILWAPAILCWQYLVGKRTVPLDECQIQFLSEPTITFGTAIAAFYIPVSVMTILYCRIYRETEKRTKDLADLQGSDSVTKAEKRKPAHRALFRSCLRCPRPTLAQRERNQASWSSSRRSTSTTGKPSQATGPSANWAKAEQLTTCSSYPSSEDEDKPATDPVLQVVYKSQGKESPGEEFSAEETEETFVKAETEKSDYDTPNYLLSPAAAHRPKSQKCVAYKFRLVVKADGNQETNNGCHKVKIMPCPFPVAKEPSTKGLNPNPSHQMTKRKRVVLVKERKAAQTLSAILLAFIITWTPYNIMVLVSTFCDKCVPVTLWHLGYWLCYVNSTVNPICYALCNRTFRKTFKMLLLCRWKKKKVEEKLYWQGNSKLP
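System: CHO-K1 cell line with stable human muscarinic M5 receptor expression | Also added: EC20 acetylcholine as agonist stimulus | Compound: One concentration, 3 µM final (nominal) | Timing: Fluo-8 loading 80 min at 37 °C plus 30 min room temperature | Measured by: Fluo-8 calcium dye fluorescence, kinetic read | Read-out basis: % activation, ACh-normalized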
CHRM4 agonist – human M4 muscarinic receptor agonists, primary screen, CHO-K1 cells, Fluo-8 calcium fluorescence; Muscarinic acetylcholine receptor M4 (Homo sapiens), P08173; CHO-K1 hM4/Gqi5; vehicle 0%, full acetylcholine response 100%; activation, % at 3 µM; 0.14% of 360,000 active; AID 624127, 2012;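 active = activation above the run mean over all test wells plus 3 SD, cut at about 32% in these data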;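 note: peak over basal fluorescence ratio per well then scaled between controls; 0% = DMSO wells and 100% = acetylcholine at EC100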
Target sequence (P08173 whole entry, looked up): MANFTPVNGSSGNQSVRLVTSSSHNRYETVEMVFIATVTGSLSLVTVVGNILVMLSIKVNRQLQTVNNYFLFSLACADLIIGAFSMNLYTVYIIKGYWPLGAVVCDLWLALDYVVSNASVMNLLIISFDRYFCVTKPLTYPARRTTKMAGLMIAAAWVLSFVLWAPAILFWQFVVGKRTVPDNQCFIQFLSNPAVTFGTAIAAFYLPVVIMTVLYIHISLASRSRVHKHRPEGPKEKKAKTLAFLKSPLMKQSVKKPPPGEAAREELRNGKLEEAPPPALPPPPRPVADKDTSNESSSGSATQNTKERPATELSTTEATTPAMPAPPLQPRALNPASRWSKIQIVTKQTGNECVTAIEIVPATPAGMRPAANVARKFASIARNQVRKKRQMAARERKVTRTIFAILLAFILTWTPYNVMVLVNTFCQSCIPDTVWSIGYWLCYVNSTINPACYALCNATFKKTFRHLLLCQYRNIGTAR
CHRM5 antagonist – human M5 muscarinic receptor antagonists, primary screen, CHO cells, Fluo-8 calcium fluorescence; inhibition, % at 3 µM; CHO-hM5 cells, ACh EC80; 0.59% of 360,000 active; Muscarinic acetylcholine receptor M5 (Homo sapiens), P08912;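 active = inhibition above a per-plate cutoff, the mean of that plate's test compounds plus 3 SD, cut at about 27% in these data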;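 note: 0% = acetylcholine EC80 with DMSO and 100% = DMSO without agonist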
M1 PAM parental – nonselective calcium activators in parental CHO-K1 cells, primary screen, counter-screen for M1 PAM project, cell-based, Fluo-8 calcium fluorescence, full deck, 1536-well. ATP EC20; 0% at ATP EC20, 100% at ATP max. 0.02% of 360,000 active. activation, % at 3 µM;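 active = activation above the run cutoff, the mean activation of all test compounds plus 3 SD, cut at about 40% in these data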;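 note: peak over basal fluorescence ratio in a 140 s read after ATP addition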
CHRM5 agonist – human M5 muscarinic receptor agonists, primary screen, CHO-K1 cells, Fluo-8 calcium fluorescence | activation, % at 3 µM | CHO-K1 hM5 cells; 0% DMSO wells, 100% maximal acetylcholine response | 0.19% of 360,000 active | AID 624037, 2012;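 active = activation above the run's mean over test compounds plus 3 SD, cut at about 23% in these data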;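 note: signal is peak over basal fluorescence ratio across the kinetic read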
CHO-K1 Ca antag – counter-screen for M1 antagonists: effect in parental CHO-K1 cells | ATP-induced calcium, Fluo-8 fluorescence | inhibition, % at 3 µM | 0.6% of 360,000 active;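 active = inhibition above a per-plate cutoff, the plate's mean sample inhibition plus 3 SD, cut at about 24% in these data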;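 note: 0% = DMSO plus EC80 ATP and 100% = DMSO alone without ATP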
CHRM4 antagonist – human M4 muscarinic receptor antagonists, primary screen, CHO cells, Fluo-8 calcium fluorescence. CHO-hM4 cells, ACh EC80. inhibition, % at 3 µM. 0.73% of 360,000 active;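 active = inhibition above its plate's cutoff, the mean inhibition of sample wells plus 3 SD, cut at about 27% in these data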;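 note: 0% = acetylcholine EC80 with DMSO and 100% = DMSO without agonist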
CHO-K1 Ca ag – counter-screen for M1 agonists: effect in parental CHO-K1 cells; Fluo-8 calcium fluorescence; scaled to maximal ATP response, vehicle zero; activation, % at 3 µM; 0.48% of 360,000 active; AID 602248, 2012; in the data active = activation above about 15%;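 note: untransfected CHO-K1 host cells lacking M1 receptor as counterscreen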
M4 PAM – human M4 muscarinic receptor positive allosteric modulators, primary screen, CHO-K1 cells, Fluo-8 calcium fluorescence. Muscarinic acetylcholine receptor M4 (Homo sapiens), P08173. CHO-K1 hM4/Gqi5, ACh EC20; 0% = ACh EC20, 100% = maximal ACh. activation, % at 3 µM. 0.4% of 360,000 active;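 active = activation above its plate's cutoff, the mean activation of sample wells plus 3 SD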; note: some results filed as inactive read as strong as hits
* hit, by the source's call.

SMILES	M5 PAM	CHRM4 agonist	CHRM5 antagonist	M1 PAM parental	CHRM5 agonist	CHO-K1 Ca antag	CHRM4 antagonist	CHO-K1 Ca ag	M4 PAM
Cc1ccc(S(=O)(=O)N2CCC[C@H]2C(=O)Nc2ccccc2Cl)cc1	2	3	-2	-14	2	-2	-4	-0.8	3
COc1cccc(/C=C2\SC(=S)N(CCCC(=O)N3CCCCC3CCO)C2=O)c1 (stereo unspecified)	-9	23	19	9	3	-1	4	15*	-13
Cc1ccc(C(C(=O)NC2CCCC2)N(C(=O)Cc2cccs2)c2ccc3c(c2)OCCO3)cc1 (stereo unspecified)	2	-1	-5	11	-1	-4	10	0.5	-2
CC(=O)NS(=O)(=O)c1ccc2c(c1)Cc1cc(S(=O)(=O)NC(C)=O)ccc1-2	-1	0	1	-1	-3	9	13	0.0	-3
O=C1COc2ccc(S(=O)(=O)N3CCCCCC3)cc2N1	3	1	10	15	-3	-9	-5	8.9	-1
Nc1c(C(=O)NCc2ccco2)nnn1-c1ccccc1	1	0	2	18	-7	-5	-3	0.8	2
CC(C)Nc1nc(NCc2ccccc2)c2sccc2n1	-6	8	4	8	1	-13	-3	7.2	-5
Cc1ccc(NC(=O)N2CCCCCC2)cc1C	1	1	2	-24	-3	12	-9	0.0	8
CCCn1c(CN2CCN(C(=O)OCC)CC2)nc2cc(NC(=O)CC)ccc21	-6	0	10	-11	-2	1	12	-0.6	-15
C1=CC2CC1CC2CNCc1ccco1 (stereo unspecified)	-4	1	-1	4	-3	-4	6	-0.2	-7
CCOc1ccc(C2C(C(=O)c3ccc(C)o3)=C(O)C(=O)N2Cc2cccnc2)cc1 (stereo unspecified)	-1	0	9	-8	1	-4	4	0.2	0
CCCC(=O)NC(c1ccc(OC)c(OC)c1)c1c(O)ccc2ccccc12 (stereo unspecified)	0	4	2	16	0	-17	3	2.9	8

Reprinted from the part before: 4 compounds; new compounds follow.
SMILES	M5 PAM	CHRM4 agonist	CHRM5 antagonist	M1 PAM parental	CHRM5 agonist	CHO-K1 Ca antag	CHRM4 antagonist	CHO-K1 Ca ag	M4 PAM
CCCn1c(CN2CCN(C(=O)OCC)CC2)nc2cc(NC(=O)CC)ccc21	-6	0	10	-11	-2	1	12	-0.6	-15
C1=CC2CC1CC2CNCc1ccco1 (stereo unspecified)	-4	1	-1	4	-3	-4	6	-0.2	-7
CCOc1ccc(C2C(C(=O)c3ccc(C)o3)=C(O)C(=O)N2Cc2cccnc2)cc1 (stereo unspecified)	-1	0	9	-8	1	-4	4	0.2	0
CCCC(=O)NC(c1ccc(OC)c(OC)c1)c1c(O)ccc2ccccc12 (stereo unspecified)	0	4	2	16	0	-17	3	2.9	8
CCOc1ccc(C(=O)Nc2cccc(C(=O)O)c2)cc1Cl	0	2	-3	18	-2	-6	-9	0.5	4
CCN(CC)S(=O)(=O)c1ccc(/C=C/C(=O)Nc2ccc(Br)cc2F)cc1	-3	7	-1	6	-1	3	-1	1.8	-3
O=C(O)C(C(=O)/C=C/c1ccco1)=C1SCCS1	3	0	-2	17	1	-11	9	0.4	7
Cc1cc(C)c(C)c(S(=O)(=O)Nc2cccnc2)c1C	0	-1	4	9	-5	-2	-9	0.5	-14
Cc1cc(NC(=O)CCC(=O)N(c2cccc(F)c2)C(C(=O)NC2CCCC2)c2ccccc2)no1 (stereo unspecified)	2	0	9	-8	-2	-13	5	0.4	3
CC(C)(C)c1ccc(/C=C(\C#N)C(=O)NC2CC2)cc1	7	2	3	12	2	2	-10	2.2	-4
CN(C)C(=O)COc1ccc2c(-c3ccccc3)cc(=O)oc2c1	-1	1	7	1	-1	-3	10	1.5	-5
Nn1cnn(Cc2ccccc2)c1=S	4	1	1	19	-2	-5	-2	0.3	-2
C=CC[C@@H](CC(=O)N(CCO)Cc1ccccc1)C(=O)NC[C@H](OC(=O)[C@@H](CC=C)Cc1ccc(F)cc1)c1ccccc1	-39	27	13	-12	1	-11	30*	6.3	-10
Cc1cc(C(=O)Nc2ccccc2)c2ccccc2n1	-1	3	1	13	2	-9	9	1.8	-5
COc1cc(OC)cc(C(=O)N[C@H](C(=O)Nc2ccccc2N2CCOCC2)C(C)C)c1	-6	1	4	12	0	-5	-3	0.5	-4
CSc1ccc(CNc2ccc(C)cc2)cc1	1	0	-2	-6	1	-25	-10	-0.5	-8
CCN1C(=O)[C@H]2[C@@H](c3ccc(-c4ccc(Cl)c(Cl)c4)c(OC)c3)N[C@@](C)(C(=O)OC)[C@H]2C1=O	0	1	9	3	0	-9	3	0.0	-5
Cc1nccn1CC(=O)N/N=C/c1cccc(O)c1	5	1	5	15	-4	-2	-3	0.1	13
COc1ccccc1N1CCN(CC(=O)c2c(C)[nH]c3cc(C)ccc23)CC1	-6	3	-16	-8	0	4	10	0.9	-2
CCOc1ccc(C(=O)Nc2ccc3[nH]ncc3c2)cc1	0	1	12	9	-1	-8	-7	-0.2	-1
CCNc1ccc(S(=O)(=O)N2CCCCC2)cn1	-5	2	8	7	-3	-9	8	0.4	-1
O=S(=O)(/N=C(\c1ccc(Cl)cc1)N1CCOCC1)c1ccccc1	6	1	-10	22	3	-16	-6	1.1	10
N=c1oc2ccccc2cc1C(=O)Nc1cccc(F)c1	2	1	6	10	0	-10	12	0.5	2
COc1ccc(NC(=O)C2C3CCC4C(CCC32)C4(Cl)Cl)cc1 (stereo unspecified)	-5	1	5	10	2	4	8	0.7	-13
O=C(c1cccnc1)N1CCC(Oc2ccc(C(=O)N3CCCC(O)C3)cc2)CC1 (stereo unspecified)	3	1	-3	-3	-1	6	-6	-0.2	3
Cc1nc(C)c(-c2csc(Nc3ccc(S(N)(=O)=O)cc3)n2)s1	3	0	-6	-5	0	-10	-11	-0.3	3
COc1ccc(-c2nc(N=Nc3ccc(O)cc3)n[nH]2)cc1	-10	1	-4	10	3	-11	-15	0.1	2
Cc1ccsc1/C=N/n1c(=S)[nH]nc(C)c1=O	1	1	-3	20	-2	-11	3	1.1	-1
COCc1cccc(NC(=O)CCc2ccccc2)c1	-1	1	1	-8	-2	8	1	-0.3	0
Clc1ccc(Cn2cc(/C=N/n3cnnc3)c3ccccc32)c(Cl)c1	-6	4	16	2	-8	2	14	1.1	3
CCCCNC(=O)C1CC(=O)N(CCC(C)C)C1 (stereo unspecified)	-5	1	6	10	1	-7	4	0.4	10
Cc1cnc(C(=O)OCC(=O)Nc2cccc(Cl)c2)cn1	-2	2	4	16	2	-21	-3	0.9	7
CC[n+]1c(/C=C/c2ccc(N(C)C)cc2)ccc2ccccc21	1	1	5	-4	0	13	8	-0.3	11
CC(C)C(=O)OC/C(O)=C(\C#N)c1nc2ccccc2[nH]1	0	1	-4	-12	1	15	-3	0.2	-2
COc1ccc2c3n(nc2c1)CCN=C3c1ccc(C)cc1	-1	2	10	9	-3	-17	7	0.1	9
COc1ccc(CCN2CC(C(=O)N(C)Cc3c(C)n[nH]c3C)CCC2=O)cc1 (stereo unspecified)	10	0	-8	4	3	-9	0	0.2	3
COc1ccc(-c2nc(CN3CCC(C(=O)NC4CCN(Cc5ccccc5)CC4)CC3)c(C)o2)cc1OC	5	-1	7	8	-3	-7	5	-1.0	0
O=C1NC2(CCCCCC2)C(=O)N1Cc1ccccc1F	-2	0	10	7	-4	-10	11	1.2	-3
COC(=O)C1=CN(Cc2ccc(F)cc2)C=C(C(=O)OC)C1c1ccc(O)c(OC)c1	-1	1	-3	3	3	6	-2	0.1	-3
O=C(CSCC(=O)Nc1cccc([N+](=O)[O-])c1)Nc1ccccc1	-4	3	0	14	-1	-4	-4	2.2	-1

Single entries from the entries so far:
Result for CC[n+]1c(/C=C/c2ccc(N(C)C)cc2)ccc2ccccc21 in CHRM5 antagonist: 5
Result for COc1ccc(-c2nc(CN3CCC(C(=O)NC4CCN(Cc5ccccc5)CC4)CC3)c(C)o2)cc1OC in CHO-K1 Ca antag: -7
Result for Cc1cnc(C(=O)OCC(=O)Nc2cccc(Cl)c2)cn1 in CHO-K1 Ca ag: 0.9

Next part
SMILES	M5 PAM	CHRM4 agonist	CHRM5 antagonist	M1 PAM parental	CHRM5 agonist	CHO-K1 Ca antag	CHRM4 antagonist	CHO-K1 Ca ag	M4 PAM
Cn1c(=O)[nH]c(=O)c2c1nc(CN1CCN(c3ccccc3F)CC1)n2CCCc1ccccc1	-1	0	-8	2	0	-13	-15	-0.4	22*
Cc1ccc(C(=O)COC(=O)c2ccc(O)cc2)cc1	1	2	7	-10	-2	11	4	0.2	-2
C1CCc2c(nc3nnnn3c2NCC2CC2)C1	4	0	4	8	0	-9	-3	0.8	1
O=C(NC(=S)Nc1ccccc1N1CCCCC1)c1cccs1	-4	-1	-6	13	0	-9	-2	0.3	-3
S=C(NCCc1ccccc1)N1CCn2cccc2C1c1ccncc1 (stereo unspecified)	-6	1	8	10	-2	-18	5	2.4	-4
COc1ccc(N2C(=O)CCC(C(=O)N3CCOCC3)C2c2ccc(F)cc2)cc1 (stereo unspecified)	11	0	-4	-3	-6	-7	3	0.1	1
Cc1c(Cl)cccc1NC(=S)N(Cc1ccco1)C(C)c1ccccn1 (stereo unspecified)	-4	0	4	19	1	-8	8	0.6	-5
COc1ccc(CN(C(=O)c2ccc(-c3ccccc3)[nH]2)C(C(=O)NC(C)(C)C)c2ccncc2)cc1 (stereo unspecified)	7	1	5	12	-7	-13	4	0.1	-3
S=C(Nc1ccc(Cc2ccncc2)cc1)Nc1cccc(Cl)c1	1	1	0	6	2	-8	-13	0.7	-1
O=C(Cn1nc(C(=O)O)c2ccccc2c1=O)Nc1cc(S(=O)(=O)N2CCCCC2)ccc1Cl	11	-2	7	26	3	-12	-8	-0.5	15
N#CC1=C(N)Oc2c(ccc3cccnc23)C1c1cccnc1 (stereo unspecified)	-1	0	15	12	-6	1	15	-0.2	-2
CCCC(C)NC(C)C(=O)NC1CCCC1 (stereo unspecified)	-2	0	7	16	0	-5	6	-0.1	3
COc1ccccc1Oc1c(C)oc2c(CN(C)C)c(O)ccc2c1=O	-1	1	11	-12	1	11	0	0.2	11
Oc1ccc2ccccc2c1C=NNc1ccccn1	-10	1	4	0	2	-1	-3	0.0	3
O=C(CSc1nccn1-c1ccccc1)Nc1ccc2c(c1)OCO2	-2	2	0	-7	-4	15	-19	0.7	7
O=C(COC(=O)c1ccc2c(=O)n3c(nc2c1)CCC3)Nc1ccccc1F	-7	0	1	-2	-1	-5	8	-0.1	-9
CSc1nc(-c2ccccc2)nn1C(=O)c1ccc(C)cc1	5	1	-3	10	-1	-5	3	-0.1	1
CN(Cc1ccccc1)C(=O)[C@@H]1CCCN1C(=O)[C@@H]1CCCN1C(=O)c1c(F)cccc1F	-3	0	8	1	1	-2	4	0.5	2
COc1ccccc1C(=O)NNC(=O)c1ccc(Cl)cc1	4	2	8	1	0	-17	1	0.4	7
CCS(=O)(=O)N1Cc2ccccc2CC1C(=O)NC(C)C12CC3CC(CC(C3)C1)C2 (stereo unspecified)	8	1	3	17	-4	-6	2	0.0	1
Cc1cc(OC(C)C(=O)NCCN2CCOCC2)c2c(C)cc(=O)oc2c1 (stereo unspecified)	2	1	-10	16	-1	-13	-8	0.2	2

Screening data (PubChem)
